From PubChem BioAssay
FEN1 inh: human FEN1 inhibition; AID 588795; Recombinant FEN1 flap cleavage, fluorescence, 15 min; Potency, µM (highest dose often 114 µM), for the others: top-dose activity change, negative = inhibition, most hits filed as inhibitors; 0.35% of 390,000 active; further: nearly all actives have a fitted effect of over 65% in size
Target sequence (P39748 whole entry, looked up): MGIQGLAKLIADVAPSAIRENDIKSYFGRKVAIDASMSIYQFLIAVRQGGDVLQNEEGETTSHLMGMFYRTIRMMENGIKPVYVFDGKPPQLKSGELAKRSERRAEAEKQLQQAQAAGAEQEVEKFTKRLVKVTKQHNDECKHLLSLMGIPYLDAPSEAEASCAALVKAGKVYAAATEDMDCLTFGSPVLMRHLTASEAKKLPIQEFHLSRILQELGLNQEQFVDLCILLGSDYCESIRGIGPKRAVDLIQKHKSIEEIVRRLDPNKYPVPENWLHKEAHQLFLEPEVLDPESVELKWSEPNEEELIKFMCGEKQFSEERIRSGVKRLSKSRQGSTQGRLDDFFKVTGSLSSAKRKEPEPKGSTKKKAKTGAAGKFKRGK
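Potency values derive from four-parameter Hill fits of normalized qHTS data. The reaction used 10 nM FEN1 preincubated 15 min at room temperature with compound, then 50 nM DNA substrate, read at 0 and 15 min.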
TDP1 inh: inhibitors of human tyrosyl-DNA phosphodiesterase TDP1 | Potency, µM (top dose mostly 130 µM), without a hit: top-dose activity change, negative = inhibition, usual class: inhibitors | recombinant TDP1, AlphaScreen DNA substrate cleavage | Q9NUW8 | 0.28% of 350,000 active; further: nearly all actives have a fitted effect of over 40% in size
Target sequence (Q9NUW8 whole entry, looked up): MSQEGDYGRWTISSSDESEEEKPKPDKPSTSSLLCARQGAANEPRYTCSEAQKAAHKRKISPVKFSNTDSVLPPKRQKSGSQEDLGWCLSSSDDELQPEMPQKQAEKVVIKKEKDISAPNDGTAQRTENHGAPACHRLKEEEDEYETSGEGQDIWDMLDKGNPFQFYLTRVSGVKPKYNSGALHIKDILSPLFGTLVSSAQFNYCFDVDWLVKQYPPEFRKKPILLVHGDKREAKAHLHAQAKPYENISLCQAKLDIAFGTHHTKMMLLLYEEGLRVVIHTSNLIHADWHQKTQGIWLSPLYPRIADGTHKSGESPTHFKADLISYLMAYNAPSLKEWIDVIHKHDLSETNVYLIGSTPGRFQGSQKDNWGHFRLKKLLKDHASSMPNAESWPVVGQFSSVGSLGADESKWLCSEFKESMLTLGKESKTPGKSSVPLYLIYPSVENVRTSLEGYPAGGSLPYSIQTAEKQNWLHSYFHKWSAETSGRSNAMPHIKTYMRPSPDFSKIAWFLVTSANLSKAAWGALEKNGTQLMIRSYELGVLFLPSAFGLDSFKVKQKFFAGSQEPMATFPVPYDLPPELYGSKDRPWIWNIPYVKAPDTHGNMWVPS
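Recombinant E. coli-expressed Tdp1 (1 nM) preincubated with compound 15 min at RT, then 5'-biotin/3'-phosphotyrosine-FITC DNA substrate (15 nM) added for 5 min. AlphaScreen beads (10 ug/ml) added, 10 min RT; tyrosine-FITC cleavage read as signal loss.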
N370S GC: inhibitors or activators of N370S glucocerebrosidase for Gaucher disease; 0.092% of 330,000 active; N370S GC spleen homogenate, 4MU-glucoside fluorescence; Potency, µM (top dose mostly 59.4 µM), without a hit: top-dose activity change, negative = inhibition, hits mostly inhibitors; P04062;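 further: 0% = full enzyme activity and -100% = no enzyme basal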
The depositor's hits bear a star; ? = inconclusive; / = not tested or not shown; & = joins results of further samples; [ ] = another dose, or the depositor's remark. The call rests on the fitted dose curve; in most records, active means well fitted curve in the direction sought with a large enough effect; inconclusive means small, poorly fitted or top-dose-only effect, or another doubt; inactive means no such curve, though single readings can be large; an effect the other way counts as inactive or inconclusive. Unless noted, on the % scale 0 is the no-effect control and ±100 the full control effect; potency means the concentration at half of the fitted maximal effect. Hits appear at their usual frequency. Share with any hit: about 0.57%.

SMILES | FEN1 inh | TDP1 inh | N370S GC
Nc1nc2ccccc2n1C(=O)CCc1ccccc1 | -5% | 5% | 1%
COC(=O)c1cc(=O)nc2sc3ccccc3n12 | 3% | 8% | -4%
CC1CC=CC2C1C(=O)N(Cc1ccccc1)C2c1ccc(-c2cc3ccccc3s2)cc1F (configuration not stated) | -5% | 3% | -5%
Cc1ccc(NC(=O)Nc2nc3c(s2)CCCCCC3)cc1C | 4% | 5% | /
CCN(CC)CCNC(=S)Nc1ccc(F)cc1 | -12% | -5% | 4%
Cc1c(Cl)c([N+](=O)[O-])nn1CCCC(=O)Nc1c(C)n(C)n(-c2ccccc2)c1=O | -2% | 0% | 8%
CCN(CC)C(=O)CSc1nnc(-c2ccccn2)n1-c1ccc(C)c(C)c1 | -2% | 6% | -11%
CCN(CC(=O)NCc1cccs1)C(=O)/C=C/c1ccc(Cl)c(Cl)c1 | 7% | / | -7%
Cc1cc(Oc2ccccc2)nc(-c2ccccc2O)n1 | 1% | -6% | 20%
CN1C(=O)NC(c2ccc([N+](=O)[O-])cc2)C2=C1CC(C)(C)CC2=O (configuration not stated) | -9% | / | -4%
CCN(CC)C(=O)CSc1nnc(-c2cccnc2)n1Cc1ccccc1 | -5% | 7% | 8%
O=S1(=O)CCOC[C@H](CC2CCCCC2)N1Cc1ccccc1Br | -2%&-8% | / | 25%
COC(=O)/C(C#N)=C/c1c(N2CCCCCC2)nc2c(C)cccn2c1=O | 7% | / | ?
CCc1c(C)sc2c1CCN(C(=O)Nc1ccccc1C(=O)OC)C2c1ccc(OC)cc1 (configuration not stated) | -5% | 1% | /
CC(OC(=O)CNC(=O)c1ccco1)C(=O)Nc1ccc(Cl)cn1 (configuration not stated) | 4% | -3% | -2%
c1ccc2nc3c(nc2c1)CCCC3 | 10% | / | -11%
COc1cc(C(=O)N2CCNC(=O)C2CC(=O)Nc2ccc(C)c(C)c2)cc(OC)c1OC (configuration not stated) | 19% | 5% | /
CCOC(=O)NS(=O)(=O)c1ccc(CCNC(=O)c2cc(C)on2)cc1 | 20% | 3% | -14%
COc1ccc2c(c1)O[C@H](c1ccc3c(c1)OCO3)[C@@H](OC(=O)NCCOc1ccccc1)C2=O | / | 9% | -7%
C=CCNC(=S)NNc1nc2c(c(=O)[nH]1)C1(CCCC1)Cc1ccccc1-2 | 1% | 8% | ?
CC(C)Cn1c(=O)c2sccc2n2c(CCCC(=O)Nc3ccc(Cl)cc3)nnc12 | -9% | 5% | /
Cc1cc(NC(=O)CCNS(=O)(=O)c2cccc3nsnc23)ccc1Br | 1% | 6% | /
Cc1ccccc1C(=O)N1CCN(c2ccc(NC(=S)NC(=O)c3cccs3)cc2)CC1 | 7% | -2% | 4%
CNc1ccccc1C(=O)OCC(C)=O | -4% | 7%[21 µM] | -5%[12.8 µM]
CN(C)CCNC(=O)CNC(=S)N(Cc1ccccc1)Cc1ccccc1F | -12% | -3% | -11%

One compound at a time, from the list above. Order of screens: FEN1 inh, TDP1 inh, N370S GC
Results for `CN(C)CCNC(=O)CNC(=S)N(Cc1ccccc1)Cc1ccccc1F` → -12%, -3%, -11%
Results for `CNc1ccccc1C(=O)OCC(C)=O` → -4%, 7%[21 µM], -5%[12.8 µM]
Results for `CN1C(=O)NC(c2ccc([N+](=O)[O-])cc2)C2=C1CC(C)(C)CC2=O` (configuration not stated) → -9%, /, -4%

(cont.)
SMILES | FEN1 inh | TDP1 inh | N370S GC
O=C(NCCCN1CCCC1=O)c1cccc(S(=O)(=O)Nc2ccc(F)cc2)c1 | -1% | 1% | /
CCN(CC)S(=O)(=O)c1ccc(N=N/C(C(C)=O)=C(/C)O)cc1 | -9% | 3% | ?
O=C(Nc1ccc(S(=O)(=O)Nc2ccccn2)cc1)c1cccc([N+](=O)[O-])c1 | 8% | 3% | -2%
COc1cc(NC(=O)Cn2c(=O)n(Cc3ccccc3)c(=O)c3oc4ccccc4c32)cc(OC)c1 | 14% | 0% | /
Cc1ccc(C(=O)OCC(=O)N2CCCCCC2)c(O)c1 | -8% | 0% | /
CC(NC(=O)c1ccc(F)cc1F)C1CC2CCC1C2 (configuration not stated) | 9% | 5% | -3%
Cc1ccc(-c2nnc(Nc3ccccc3)c3ccccc23)cc1S(=O)(=O)NCC1CCCO1 (configuration not stated) | 12% | 3% | /
C=C(C)CSc1nc2sc3c(c2c(=O)n1-c1ccc(OC)cc1)CCN(C)C3 | 10% | / | -1%
CCC(=O)NCCNC(=O)c1c(SC)nsc1SC | -1% | 5% | -9%
CC1=CC2=NC(=O)CC(C)(C(=O)N(CC(=O)NC3CCCC3)c3ccccc3C)N2C=C1 (configuration not stated) | 0% | / | -6%
CCOC(=O)c1ccc(NC(=O)NCc2ccncc2)cc1 | 1% | 10% | -11%
CC1(c2cccc(Br)c2)NC(=O)N(CC(=O)Nc2ccc3c(c2)OCCO3)C1=O (configuration not stated) | 0% | 2% | /
CCCN(CC1CC1)C(=O)CSc1ncnc2sc(C)c(C)c12 | -21% | 5% | 17%
COc1cccc(/C=N/Nc2ccc(C(=O)O)cc2)c1O | -8% | -7% | 2%
O=C(Nc1ccc2c(c1)OCO2)C1CCN(C(=O)c2ccc(Cl)cc2)CC1 | -15% | 4% | -14%
COc1cc(C(=O)Nc2sc(C)c(C)c2C(=O)O)cc(OC)c1OC | -4% | 3% | 20%
O=C(Nc1nc2ccccc2n1Cc1ccccc1)c1ccco1 | 0% | 5% | -2%
COc1cc(NC(=O)c2ccc3c(SCC(=O)O)c4c(nc3c2)CCC4)cc(OC)c1OC | 2% | -2% | -23%
COc1ccccc1C(=O)NCCC(=O)NCC(c1ccco1)N1CCCC1 (configuration not stated) | 1% | 1% | /
CN(C)S(=O)(=O)c1ccc(C(=O)NCCSc2c(-c3ccc(Cl)cc3)[nH]c3ccccc23)cc1 | -4% | 9% | /
CC(C)(C)NC(=O)NC(=O)CSc1nncs1 | 19% | 3% | -1%
O=C(Cn1ncc2c3ccccc3n(Cc3ccc(Cl)cc3)c2c1=O)NCCCN1CCCC1=O | -19% | 3% | 2%
Cc1cc(C)c(S(=O)(=O)N2CC=C(c3ccccc3)CC2)c(C)c1 | -15% | / | ?
CC(C)n1c(=O)[nH]c2cc(C(=O)Nc3ccccc3)ccc21 | 4% | 3% | -7%
O=C(c1cc(Cl)c(=O)n(Cc2ccccc2)c1)N1CCOCC1 | 6% | 5% | -2%

(list continues)
SMILES | FEN1 inh | TDP1 inh | N370S GC
CC(CCc1ccccc1)NC(=O)C(=O)NCCc1ccccc1 (configuration not stated) | 0% | 4% | -5%
COC(=O)[C@@]12CCCN1[C@H](c1ccc(-c3cccc(Cl)c3)c(OC)c1)[C@H]1C(=O)N(C)C(=O)[C@H]12 | 1% | 5% | -19%
Cc1ccc(CNC(=O)c2cnn(-c3ccc(F)cc3F)c2C2CCN(C(=O)OC(C)(C)C)CC2)cc1 | -19% | -2% | /
CC(=O)Oc1cc2c(C(=O)NCc3ccncc3)c(C)oc2c2ccccc12 | 11% | / | -12%
CO[C@H]1C[C@@H]2C[C@H](O)C[C@@H](CC(=O)O[C@@H](/C=C\CC(C)C)C[C@@H]3CC[C@H](C)[C@@H](C1)O3)O2 | / | 8%[21 µM] | 15%[12.8 µM]
O=C(Oc1ccc(-c2csnn2)cc1)c1cccs1 | 4% | 5% | 9%
CCCc1cc(=O)[nH]c(Nc2cc(C)ccc2OC)n1 | 0% | 5% | /
CC(C)c1ccc(NC(=O)CN2C(=O)CCc3cc(S(=O)(=O)N4CCOCC4)ccc32)cc1 | -11% | 6% | /
Cc1nc2ccc(NC(=O)CSc3ccccc3)cc2s1 | -4% | -3% | /
O=C(NC(=S)Nc1ccccc1Cl)c1cnn2c(C(F)(F)F)cc(C(F)(F)F)nc12 | 18% | 11% | 5%
CCCN1C(C(=O)c2ccccc2)=C(OC(=O)c2ccc(F)cc2)c2ccccc2S1(=O)=O | 15% | 6% | /
O=S(=O)(Nc1ccc2c(c1)OCCO2)c1cccs1 | 1% | 0% | -17%
COc1ccc(OC)c(/C=C2\Oc3cc(OCC(=O)N4CCC[C@H]4C(=O)O)ccc3C2=O)c1 | ? | / | -6%
Cc1nn(CC(=O)Nc2c(C)n(C)n(-c3ccccc3)c2=O)c(C)c1[N+](=O)[O-] | 3% | 3% | 2%
COc1cnn(-c2ccccc2)c(=O)c1OC | -4% | 3% | -2%
COc1ccc(NC(=O)CSc2nc3ncccc3[nH]2)cc1OC | 0% | 4% | 1%
O=C(CSc1ccc2nnc(-c3ccccn3)n2n1)Nc1ccccc1C(F)(F)F | 2% | 5%[56.1 µM] | -4%
COc1cccc(NC(=O)c2ccccc2F)c1 | 4% | / | 0%
COc1ccc(-c2noc(CCC(=O)NCCN3CCN(c4ccccc4F)CC3)n2)cc1 | 4% | -5% | 20%
COc1cccc(-c2nc(C(=O)NCCCN3CCOCC3)cc3c2[nH]c2ccccc23)c1 | ? | / | -12%
S=C1NCN(Cc2ccco2)CN1c1ccccc1 | 3% | 0% | 0%
O=[N+]([O-])c1ccc(N2CCCC2)cc1NCc1ccccc1 | 13% | -2% | -6%
COc1ccc(S(=O)(=O)N(C)C[C@H]2Oc3ccc(NS(=O)(=O)c4ccc(F)cc4)cc3C(=O)N([C@H](C)CO)C[C@@H]2C)cc1 | 9% | 1% | /
COc1cc(NC(=O)CCc2c(C)nc3c(c(C)nn3-c3ccccc3)c2C)cc(OC)c1OC | 9% | 5% | /
COC(=O)c1ccccc1S(=O)(=O)N1CCC(NC(=O)c2ccccc2)CC1 | -9% | / | -8%

(more compounds)
SMILES | FEN1 inh | TDP1 inh | N370S GC
CC(C)(C)c1ccc(S(=O)(=O)N2CCN(CC(O)COCC3CCCO3)CC2)cc1 (configuration not stated) | -13% | 1% | /
COCCCNc1oc(-c2cccs2)nc1S(=O)(=O)c1ccc(C)cc1 | -2% | 8% | 9%
COc1ccc(F)cc1S(=O)(=O)NCC(c1ccco1)S(=O)(=O)c1cccs1 (configuration not stated) | -2% | 3% | /
O=C(NCc1ccccn1)c1ccc(OC2CCN(Cc3ccc(F)cc3F)CC2)cc1 | 13% | 1% | 7%
Cc1cccc(OCC(=O)Nc2ccccc2C(=O)OCc2cc(=O)n3ccsc3n2)c1 | 1% | -11% | /
CC(OC(=O)c1ccccc1CCc1ccccc1)C(N)=O (configuration not stated) | 0% | / | -11%
Cc1ccc(-n2ncc3c2CC(C)(C)CC3NC(=O)c2cc[n+]([O-])cc2)cc1 (configuration not stated) | 1% | 4% | 4%
COc1ccc(CCN2C(=O)CSC2=Nc2ccc(C)cc2C)cc1OC | -1% | 4% | 17%
O=C(CSc1nc2ccccc2o1)N/N=C/c1ccc(O)c(O)c1 | ? | / | -11%
O=c1c2ccccc2nc(/C=C/c2cc(Br)ccc2O)n1CCCO | -3% | / | -8%
COc1ccccc1N1CCN(CC(=O)Nc2nccs2)CC1 | 9% | / | 2%
CCC(=O)Nc1ccc(C(=O)NNC(=O)COc2cccc(C)c2)cc1 | 11% | 3% | 17%
CCCN(C(=O)COc1cc(=O)n(CC)c2ccccc12)c1ccc(C(C)C)cc1 | -23% | 1% | /
O=C(c1ccccc1)N1c2ncnn2C2(CCCCC2)[C@@H]2CCCC[C@@H]21 | -1% | 8% | /
COCCCN1C2=C(C(=O)CC(C)(C)C2)C(c2ccc(O)c(OC)c2)C2=C1CC(C)(C)CC2=O | 11% | 2% | -5%
Cc1ccc(-n2cccn2)c(CN2CCCC(C(=O)c3ccc4c(c3)OCO4)C2)c1 (configuration not stated) | -10% | 5% | -1%
CCCNC(=O)C(Cc1cccc(OC)c1)NC(=O)c1ccc(C(C)(C)C)cc1 (configuration not stated) | 2% | 0% | /
COCCN1C(=O)N[C@@H](c2cccc(F)c2)C(C(C)=O)=C1C | -7% | / | 5%[12.8 µM]
COc1ccc(NC(=O)C(=O)N/N=C/c2cc(C)n(-c3cccc(Cl)c3Cl)c2C)c(OC)c1 | -10% | 9% | -4%
O=[N+]([O-])c1cc([N+](=O)[O-])c(Oc2c(F)cc(F)cc2F)cc1NN1CCCCC1 | 8% | / | 6%
O=C(NNC(=O)c1cc(O)c(O)c(O)c1)NC1CCCCC1 | 28µM* | -14% | 4%
C=CC(COCc1ccccc1)N(Cc1ccc(OC)cc1)S(=O)(=O)c1ccccc1Br (configuration not stated) | 14%&2% | -3% | -6%&13%

7 entries already listed, ordered by count of non-hydrogen atoms, falling:
SMILES | FEN1 inh | TDP1 inh | N370S GC
Cc1cccc(OCC(=O)Nc2ccccc2C(=O)OCc2cc(=O)n3ccsc3n2)c1 | 1% | -11% | /
Cc1ccc(-n2cccn2)c(CN2CCCC(C(=O)c3ccc4c(c3)OCO4)C2)c1 (configuration not stated) | -10% | 5% | -1%
CCCNC(=O)C(Cc1cccc(OC)c1)NC(=O)c1ccc(C(C)(C)C)cc1 (configuration not stated) | 2% | 0% | /
COc1ccc(CCN2C(=O)CSC2=Nc2ccc(C)cc2C)cc1OC | -1% | 4% | 17%
COCCCNc1oc(-c2cccs2)nc1S(=O)(=O)c1ccc(C)cc1 | -2% | 8% | 9%
O=C(CSc1nc2ccccc2o1)N/N=C/c1ccc(O)c(O)c1 | ? | / | -11%
COCCN1C(=O)N[C@@H](c2cccc(F)c2)C(C(C)=O)=C1C | -7% | / | 5%[12.8 µM]
